# SENP8 block-1 – SENP8 (human) protease inhibition. recombinant SENP8, Nedd8 substrate fluorescence. inhibition, % at 20 µM. 360,000 compounds, 0.64% hits. AID 602440; in the data active = inhibition mostly above about 40%, no sharp cut-off; inactive = mostly below about 27%
# Target sequence (Q96LD8 whole entry, looked up): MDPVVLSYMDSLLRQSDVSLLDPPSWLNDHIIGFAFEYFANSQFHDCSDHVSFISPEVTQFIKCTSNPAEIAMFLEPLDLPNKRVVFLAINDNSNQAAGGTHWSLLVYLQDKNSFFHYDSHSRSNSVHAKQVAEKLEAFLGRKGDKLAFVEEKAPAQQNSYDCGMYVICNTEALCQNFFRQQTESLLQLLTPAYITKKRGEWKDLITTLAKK
# SENP1 FRET inh – blocks the human SENP1 SUMO protease catalytic domain. Q9P0U3. recombinant SENP1 catalytic domain, CyPet-SUMO1-YPet FRET cleavage. inhibition, % at 10 µM. 360,000 compounds, 0.21% hits;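 active = inhibition at least 30% at 10 µM, raw YFP signal under a set limit, fluorescence ratio 0.5 to 1.5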;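 note: 0% = enzyme with DMSO and 100% = no enzyme wells; some results filed as inactive read as strong as hits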
# Target sequence (Q9P0U3 419-644 limits assumed): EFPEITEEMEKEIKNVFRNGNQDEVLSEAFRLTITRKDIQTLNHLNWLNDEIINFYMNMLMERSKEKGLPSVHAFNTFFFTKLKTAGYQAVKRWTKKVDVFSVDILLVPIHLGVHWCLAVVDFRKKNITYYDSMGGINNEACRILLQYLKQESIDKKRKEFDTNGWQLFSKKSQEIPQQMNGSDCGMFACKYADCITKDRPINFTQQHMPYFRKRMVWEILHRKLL
#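 Controls: no-enzyme wells low, DMSO-plus-enzyme wells high control. Test system: human recombinant His6-tagged SENP1 catalytic domain enzyme. Reagent: SFCypet-SUMO1-SFYpet FRET protein substrate, 25 nM final. Doses: one dose per compound, 10 µM, 0.5% DMSO. Detection: FRET, CFP and YFP emission. Timing: 50 min reaction at room temperature.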
# SENP7 inh – inhibitors of human SENP7 protease; Q9BQF6; recombinant SENP7, Z-RLRGG-aminoluciferin luminescence, 40 min; AID 434973; 330,000 compounds, 1.5% hits; inhibition, % at 5 µM;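 active = inhibition above about 50% at the single test dose, limit read from the data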;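 note: plate controls were DMSO with enzyme for no effect and no enzyme buffer wells for full effect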
# APOBEC3G inh – inhibitors of human APOBEC3G DNA deaminase; recombinant A3G, ssDNA deamination FAM/TAMRA fluorescence; inhibition, % at 20 µM; 330,000 compounds, 0.28% hits; AID 493012;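 active = inhibition of at least 40% at 20 µM, with no more than 30% in the related APOBEC3A deaminase screen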;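 note: plate controls were DMSO wells with A3G for no effect and wells lacking A3G enzyme for full effect; some compounds called inactive have numbers as strong as hits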
# Target sequence (Q9HC16 whole entry, looked up): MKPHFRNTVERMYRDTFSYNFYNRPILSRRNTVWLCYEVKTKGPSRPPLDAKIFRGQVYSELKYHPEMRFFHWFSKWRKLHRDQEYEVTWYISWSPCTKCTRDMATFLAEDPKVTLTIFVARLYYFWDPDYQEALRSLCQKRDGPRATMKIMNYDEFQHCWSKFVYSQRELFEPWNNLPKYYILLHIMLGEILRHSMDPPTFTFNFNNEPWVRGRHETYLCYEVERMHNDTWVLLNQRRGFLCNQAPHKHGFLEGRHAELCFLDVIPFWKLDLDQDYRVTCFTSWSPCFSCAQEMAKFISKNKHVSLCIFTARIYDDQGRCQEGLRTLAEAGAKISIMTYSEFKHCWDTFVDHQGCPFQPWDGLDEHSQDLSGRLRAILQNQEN
# UBC13 polyUb – blocks human UBC13 polyubiquitin chain formation; TR-FRET; inhibition, % at 20 µM; 330,000 compounds, 0.47% hits; AID 485273; in the data active = inhibition above about 45%, passing the limit was not always enough
# Target sequence (P61088 whole entry, looked up): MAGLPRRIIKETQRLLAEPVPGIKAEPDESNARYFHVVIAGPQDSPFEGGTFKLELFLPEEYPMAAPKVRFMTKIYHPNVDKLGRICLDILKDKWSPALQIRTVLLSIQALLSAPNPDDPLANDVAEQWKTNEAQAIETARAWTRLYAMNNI
# SENP8 block-2 – SENP8 protease inhibition | purified SENP8, Z-RLRGG-aminoluciferin cleavage, luminescence | 330,000 compounds, 1.2% hits | Q96LD8 | inhibition, % at 10 µM | AID 2540; in the data active = inhibition above about 50%
# SENP6 block – inhibitors of human SENP6 protease | 330,000 compounds, 1.8% hits | AID 2599 | inhibition, % at 10 µM | Recombinant SENP6 catalytic domain, aminoluciferin luminescence | Q9GZR1;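 active = inhibition above about 50% at the single tested dose, limit read from the data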;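 note: plate controls were DMSO wells with enzyme for no effect and DMSO wells lacking enzyme for full effect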
# Apaf-1 inh – inhibitors of human Apaf-1 apoptosome; 330,000 compounds, 0.71% hits; inhibition, % at 20 µM; reconstituted apoptosome caspase-3 activity, DEVD-Rh110 fluorescence; O14727; active = inhibition of at least 40% at 20 µM;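 note: plate controls were DMSO wells for no effect and DEVD-CHO caspase inhibitor wells for full effect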
#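 System: reconstituted apoptosome with Apaf-1, cytochrome c, caspase-9, procaspase-3, dATP; Signal: Rh110 fluorescence intensity; Schedule: 30 min compound preincubation, 50 min activation, room temperature; Reagent: cytochrome c trigger plus (Z-DEVD)2-Rh110 caspase-3 substrate.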
# * = called active by the depositor. Compounds as they come; about 3.6% have a hit in one of these screens.
SMILES,SENP8 block-1,SENP1 FRET inh,SENP7 inh,APOBEC3G inh,UBC13 polyUb,SENP8 block-2,SENP6 block,Apaf-1 inh
CCCCN(C)C(=O)c1nc2ccccn2c1CN(C)Cc1csc(C)n1,2.6,-0.2,3.2,0.4,-0.4,3.6,-15.2,-8.8
CCOC(=O)CCc1c(C)c2ccc(OC(C)C(=O)OCC)c(C)c2oc1=O (stereo unspecified),-233.0,-2.6,6.3,-2.8,11.9,0.0,0.5,0.0
COc1ccc(NC(=O)c2ccccc2[N+](=O)[O-])cc1,20.6,3.2,1.7,-5.6,-9.7,-15.3,-6.0,-9.4
CCN(CC(=O)N1CCN(c2ccccc2)CC1)S(=O)(=O)c1ccc(C)cc1,17.4,2.5,3.1,-4.2,8.1,-2.2,-6.8,-1.3
CC(=O)c1ccc(OCc2cc(C(=O)N(C)C3CCOC3)no2)cc1 (stereo unspecified),14.7,-0.3,-1.5,2.0,3.1,4.0,9.6,10.4
Cc1ccc(/C=C/C(=O)Nc2cccnc2)o1,8.9,-4.3,0.5,-2.0,2.8,0.2,0.7,-0.6
O=C(/C=C/c1ccccc1)NCc1cccnc1,12.1,-0.9,-15.0,-8.3,-3.2,-6.2,-0.1,5.1
O=S(=O)(c1ccc(F)c(F)c1)N1CCCc2ccccc21,10.7,-3.1,4.5,-6.3,5.3,31.9,-15.1,12.8
CCOc1ccc(NC(=O)N(CCCN2CCOCC2)Cc2cccnc2)cc1,14.5,0.3,3.0,-2.0,-9.0,3.7,9.0,1.0
COc1ccccc1NC(=O)COC(=O)CCn1c(C)csc1=O,-5.6,0.5,-4.5,-6.0,-2.6,-6.3,1.8,-3.1
Cc1nn(C)c(=O)n1-c1ccc(Oc2ccccc2)cc1,16.9,3.2,0.7,-3.0,-6.3,-6.1,-6.7,0.7
Cc1ccc2cc(CN(Cc3nnnn3C3CCCCC3)CC3CCCO3)c(=O)[nH]c2c1 (stereo unspecified),-98.8,-17.8,6.6,-4.0,5.6,-3.0,-4.8,2.3
CCOC(=O)CSc1nc2ccccc2c(=O)n1CC1CCC(C(=O)NCc2ccco2)CC1 (stereo unspecified),0.5,1.8,7.5,-2.1,3.5,2.0,1.1,17.0
CC(=O)NCCc1nc2cc(NC(=O)c3ccc(Cl)cc3)ccc2n1C,15.0,-1.5,4.4,-3.0,-6.5,-2.0,-5.5,1.6
CC(=O)c1ccc(NC(=O)COC(=O)c2ccccc2Sc2ccccc2C#N)cc1,12.4,0.5,-6.5,-1.7,-12.5,-12.7,1.5,-4.6
C=CCOc1ccc(C2N3CC4(CC)CN2CC(CC)(C3)C4=O)cc1 (stereo unspecified),16.7,-0.9,-5.7,-6.7,4.3,-5.5,-2.3,11.3
CC1CCc2c(sc(NC(=O)C(=O)NCc3ccco3)c2C#N)C1 (stereo unspecified),3.0,0.0,-3.7,-4.8,-11.6,-6.4,23.6,4.4
Cc1cccnc1N(C(=O)Nc1cccc(Cl)c1)C1=NCC(C)(C)S1,6.4,0.1,-9.7,-8.2,-6.7,-3.8,-15.6,3.2
COc1cc(OC)c(CN2CCCN(C)CC2)cc1Br,20.5,2.6,6.0,-6.2,-6.9,-14.2,-5.1,-2.2
CN(C)c1ccc(NC(=O)Nc2cccc3ccccc23)cc1,17.2,2.7,-4.0,-4.7,-5.4,-13.0,2.6,-3.9
CC(=O)Nc1ccc(S(=O)(=O)NCCC(=O)OCc2csc(CC(=O)Nc3ccccc3C)n2)cc1,-8.3,-26.7,0.9,-11.6,1.3,-4.7,-1.7,7.0
CC(C)(C)NS(=O)(=O)c1ccc(NS(C)(=O)=O)cc1,12.0,5.1,-0.7,-4.9,8.5,0.5,9.1,-14.9
COc1cc(/C=N/NC(=O)Cc2c[nH]c3ccccc23)cc(OC)c1OC,4.7,-5.5,0.1,-5.3,1.1,2.3,1.0,3.9
COc1ccc(N(C(=O)c2cccc([N+](=O)[O-])c2)S(=O)(=O)c2cccs2)cc1,-65.9,0.6,5.4,-0.1,9.1,5.4,-27.7,-0.5
CCN(CC)CCCNC(=S)N(Cc1cccnc1)Cc1cc2cccc(C)c2[nH]c1=O,-20.4,2.1,-5.7,-7.0,2.8,-1.3,-11.4,-7.0

# Next section.
SMILES,SENP8 block-1,SENP1 FRET inh,SENP7 inh,APOBEC3G inh,UBC13 polyUb,SENP8 block-2,SENP6 block,Apaf-1 inh
CNC(=S)N(CCCO)Cc1cc2cc3c(cc2[nH]c1=O)OCO3,-301.0,5.3,-0.7,-7.3,3.0,1.5,16.0,-5.9
CCC(C)c1ccc(S(=O)(=O)N2CCN(C(=O)COc3ccc4c(C)cc(=O)oc4c3)CC2)cc1 (stereo unspecified),-97.2,2.3,3.9,-2.8,-1.6,-1.7,9.1,16.4
CCOC(=O)C1CCCN(C(=O)c2cc(Cl)ccc2Cl)C1 (stereo unspecified),-3.9,-0.4,-5.7,-7.0,9.5,-4.7,-8.1,-4.7
O=C(NCCCN1CCOCC1)c1ccc2c(c1)N(Cc1ccccc1)C(=O)c1ccccc1S2,10.3,2.1,-4.1,-3.2,7.1,8.8,11.3,8.3
CC(C)(Oc1ccc(Cl)cc1)C(=O)OCC(=O)N1CCCC1,13.3,0.7,5.0,1.0,-1.4,-2.8,-12.5,-0.2
CCOc1ccc(CCNC(=O)Cn2c(=O)c3cccn3c3cccnc32)cc1,-54.1,-39.6,10.4,-4.9,6.3,4.1,15.2,-2.4
CCOc1ccc(NC(=O)CN2C(=O)C3CCCN3C2=O)cc1 (stereo unspecified),6.5,2.3,3.6,-2.6,6.5,-5.9,-3.8,-3.2
COc1ccc(NC(=O)CN(C)C(=O)c2cccc(S(=O)(=O)N3CCCc4ccccc43)c2)cc1,14.4,2.0,4.1,-5.2,4.1,-10.7,3.4,7.3
COc1ccccc1CNC(=O)C(NC(=O)C1CCCCC1)C(C)C (stereo unspecified),35.4,1.2,-0.2,-5.7,15.6,-8.2,-17.3,-19.5
CCOc1cc(/C=N/Nc2nncc(-c3ccccc3)n2)ccc1O,20.2,0.6,4.9,-3.7,-17.9,12.7,7.7,8.5
O=C(N/N=C/c1ccc(OC2CSC2)cc1)c1ccccc1,14.6,0.4,0.5,-7.1,-2.5,51.8*,62.4*,1.7
CCCC(=O)Nc1ccc2nc(C)n(Cc3ccccc3Cl)c(=O)c2c1,-16.9,-2.0,17.0,-4.2,-12.6,-6.2,-15.0,5.8
CCCC/S(C)=N/S(=O)(=O)c1ccc(C)cc1 (stereo unspecified),16.6,0.8,5.1,1.9,7.6,3.1,-0.9,-3.7
CCc1noc(C)c1C(=O)Nc1nnc(C(CC)CC)s1,18.3,3.0,0.6,-5.1,-0.1,2.9,5.8,-6.4
NS(=O)(=O)c1ccc(CCNc2ccccc2[N+](=O)[O-])cc1,8.9,3.0,-0.3,-8.1,-30.4,-8.2,10.5,5.0
CCC(ONc1ccccc1C(F)(F)F)(C(=O)NN(C)C)c1ccccc1 (stereo unspecified),6.9,-8.1,-7.2,-9.8,-15.9,-12.1,4.0,14.7
CCOc1ccc(C(O)Cn2c(=N)n(CCN3CCCCC3)c3ccccc32)cc1 (stereo unspecified),12.3,-0.5,6.5,-10.6,-0.4,4.6,-33.0,-3.5
O=C1CC(C(=O)N2CCN(S(=O)(=O)c3cccc(F)c3)CC2)CN1Cc1ccccc1Cl (stereo unspecified),14.0,0.8,-0.6,-7.8,8.5,2.2,-1.7,24.3
COCCCNC1=C(Cl)C(=O)c2ccccc2C1=O,37.4,5.1,16.7,-4.9,-280.1,6.4,31.5,33.3
C/C(CC(=O)Nc1ccc(Cl)cn1)=N\NC(=O)Cc1cccs1,4.5,-1.6,10.7,-4.6,0.2,1.6,-2.4,-5.4
COC(=O)c1sc(N2CCN(c3ccc(Cl)cc3)CC2)nc1N,20.1,2.1,-0.8,-2.7,0.3,-6.3,-7.0,22.4
Cc1nc([N+](=O)[O-])c(C(=O)OCc2ccc(C#N)cc2)n1C,14.3,-0.5,2.4,2.1,-3.2,-0.9,18.0,5.5
Cc1ccc(C(C)(C)C)cc1S(=O)(=O)Nc1cccc(C(=O)N2CCN(c3ccccn3)CC2)c1,2.1,-0.8,-5.3,-4.4,-1.3,12.5,3.4,20.7
CCOC(=O)Cn1c(SC)nc2sc3c(c2c1=O)CC(C)(C)OC3,8.2,1.8,-3.4,-4.1,1.1,-12.4,-23.4,4.3
CCN(CC)c1ccc(N2C(=O)/C(=C/c3cccnc3)SC2=S)cc1,25.3,5.9,-11.9,-6.5,-18.8,-3.4,0.0,18.7

# Entries listed so far that bear a hit mark in SENP6 block:
smiles	SENP8 block-1	SENP1 FRET inh	SENP7 inh	APOBEC3G inh	UBC13 polyUb	SENP6 block
O=C(N/N=C/c1ccc(OC2CSC2)cc1)c1ccccc1	14.6	0.4	0.5	-7.1	-2.5	62.4*

# Part of the list above, field by field.
Cc1nc([N+](=O)[O-])c(C(=O)OCc2ccc(C#N)cc2)n1C
  SENP8 block-1: 14.3
  SENP1 FRET inh: -0.5
  SENP7 inh: 2.4
  APOBEC3G inh: 2.1
  UBC13 polyUb: -3.2
  SENP8 block-2: -0.9
  SENP6 block: 18.0
  Apaf-1 inh: 5.5

Cc1ccc(C(C)(C)C)cc1S(=O)(=O)Nc1cccc(C(=O)N2CCN(c3ccccn3)CC2)c1
  SENP8 block-1: 2.1
  SENP1 FRET inh: -0.8
  SENP7 inh: -5.3
  APOBEC3G inh: -4.4
  UBC13 polyUb: -1.3
  SENP8 block-2: 12.5
  SENP6 block: 3.4
  Apaf-1 inh: 20.7

# (list continues)
SMILES,SENP8 block-1,SENP1 FRET inh,SENP7 inh,APOBEC3G inh,UBC13 polyUb,SENP8 block-2,SENP6 block,Apaf-1 inh
O=C1c2ccccc2S(=O)(=O)N1CC(O)Cn1c2ccccc2c2ccccc21 (stereo unspecified),-3.8,2.8,0.8,-2.9,17.5,2.0,-1.9,2.7
COCC(C)NC(=O)COCc1cc(-c2ccc3c(c2)OCO3)on1 (stereo unspecified),16.2,-0.5,6.7,-10.0,4.4,-7.1,-8.8,2.1
O=c1c2ccccc2ncn1-c1ccc(Cl)cc1[N+](=O)[O-],13.6,1.2,-1.5,-7.3,-7.6,-7.4,-15.6,5.1
CC(C)(C)OC(=O)n1cc(C(=O)c2ccccc2O)cn1,0.6,5.5,0.9,-3.1,2.1,-0.9,-0.4,7.7
O=c1c(O)c(-c2ccc(O)c(O)c2)oc2cc(O)cc(O)c12,33.0*,64.4,2.6,-4.0,17.3,27.7,53.0*,18.8
C/C(=N\S(=O)(=O)c1ccc(C)cc1)N(C)C,10.4,3.8,4.8,-2.6,8.2,4.4,8.9,-17.7
Cn1nc(C(F)(F)F)cc1-c1ccc(S(N)(=O)=O)s1,9.7,3.4,-8.3,-0.7,0.3,-12.4,-16.4,-5.3
CCCCNS(=O)(=O)c1ccc2nc(SCC(=O)c3ccc(C#N)cc3)[nH]c2c1,6.2,1.1,4.3,-6.1,-0.8,-3.0,-4.2,14.2
COc1ccc(-c2nn(-c3ccccc3)cc2/C=N/n2cnnc2)cc1OC,-322.3,0.9,5.4,0.5,-1.3,4.3,16.4,5.2
CCNC(=S)Nc1ccc(N(c2ccccc2)C(C)C)cc1,15.1,0.3,1.3,-5.2,7.2,-6.7,-7.7,-4.7
CCn1ccnc1[C@@H]1C[C@H]2CN(c3ccccc3OC)C(=O)[C@]23CCCN13,4.7,1.8,4.7,-1.7,8.0,-2.4,0.2,-10.9
CSc1ccc(CCCCCCOC(=O)C(C)(C)C)cc1,-0.1,-0.2,0.7,-1.4,12.3,-5.3,-1.9,10.5
CCC(C(=O)NCc1ccco1)N(C(=O)CNS(=O)(=O)c1ccccc1)c1ccc(F)cc1 (stereo unspecified),12.1,1.3,-0.6,-6.1,2.6,3.9,-11.9,-7.1
CC(=O)Nc1cccc(NC(=O)CCn2cnc3cc(C)c(C)cc32)c1,8.9,0.8,0.1,-9.5,1.5,-2.2,-2.9,-15.7

# Bioassay records as filed in PubChem.
